PTHR1 ag – agonists of human PTHR1 parathyroid hormone receptor. Potency, µM (top dose mostly 115 µM), for inactives: top-dose activation, actives largely listed as activators. hit rate 0.075% among 410,000. HEK293 GP2 PTHR1 cells, GloSensor cAMP luminescence, 1 h; also: nearly all actives have a fitted effect of over 55% in size; some results filed as inactive show a strong effect at the top dose; inactives centre near -15; many of its hits are not listed in these tables
Target sequence (Q03431 whole entry, looked up): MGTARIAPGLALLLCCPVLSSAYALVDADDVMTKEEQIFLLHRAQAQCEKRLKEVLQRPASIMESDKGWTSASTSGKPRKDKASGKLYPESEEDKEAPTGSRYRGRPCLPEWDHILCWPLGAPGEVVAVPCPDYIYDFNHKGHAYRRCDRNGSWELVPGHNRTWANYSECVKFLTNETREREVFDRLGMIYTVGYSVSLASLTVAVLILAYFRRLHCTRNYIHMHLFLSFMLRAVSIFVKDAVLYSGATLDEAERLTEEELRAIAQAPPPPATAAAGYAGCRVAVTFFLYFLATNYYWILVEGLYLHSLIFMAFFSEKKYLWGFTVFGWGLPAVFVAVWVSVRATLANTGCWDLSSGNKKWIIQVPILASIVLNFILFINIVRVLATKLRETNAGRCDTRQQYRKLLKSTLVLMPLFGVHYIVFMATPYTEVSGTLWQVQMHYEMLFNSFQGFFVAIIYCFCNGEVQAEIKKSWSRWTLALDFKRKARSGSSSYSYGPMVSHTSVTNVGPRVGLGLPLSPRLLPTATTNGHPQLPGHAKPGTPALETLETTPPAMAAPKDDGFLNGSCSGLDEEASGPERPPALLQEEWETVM
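HEK-293-derived GP2 cells expressing PTHR1 and a GloSensor cAMP reporter, 3,000/well, plated overnight, given luciferin plus IBMX (each 0.5 mM as added) for 1 h at 37 °C, then compound for 1 h at 37 °C. Luminescence was read after 15 min at room temperature.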
GLP-1R inv ag – GLP-1 receptor (human) inverse agonism. P43220. HEK293 GLP-1R CRE-luciferase, luminescence, 24 h; GLP-1R form is constitutively active. Potency, µM (doses to about 38.3 µM), for the others: at the top dose activity change, negative = inhibition, usual class: inhibitors. AID 624417. hit rate 1.6% among 410,000; also: % is scaled to controls: 0 for no effect and ±100 for the full control effect; nearly all actives have a fitted effect of over 55% in size
Target sequence (P43220 whole entry, looked up): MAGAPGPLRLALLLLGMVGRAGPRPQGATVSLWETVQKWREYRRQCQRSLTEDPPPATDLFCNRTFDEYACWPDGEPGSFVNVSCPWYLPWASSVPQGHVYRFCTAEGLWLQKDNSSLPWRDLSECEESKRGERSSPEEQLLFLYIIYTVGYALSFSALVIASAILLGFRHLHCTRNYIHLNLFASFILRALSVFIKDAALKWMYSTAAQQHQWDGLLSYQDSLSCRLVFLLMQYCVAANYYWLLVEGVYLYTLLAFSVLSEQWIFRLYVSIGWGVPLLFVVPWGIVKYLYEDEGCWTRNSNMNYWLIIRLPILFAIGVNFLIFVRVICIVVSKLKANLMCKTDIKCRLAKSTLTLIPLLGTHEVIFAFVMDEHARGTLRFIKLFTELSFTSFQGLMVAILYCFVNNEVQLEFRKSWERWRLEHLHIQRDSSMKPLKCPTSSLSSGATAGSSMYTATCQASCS
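Readout was luciferase luminescence, measured 12 min after detection reagent at room temperature. Beforehand, GLP-1R reporter HEK293 cells had sat 12 h, then received compounds for 24 hr at 37 deg C.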
GLP1R cytotox – cytotoxicity counter-screen for GLP-1 receptor inverse agonists; HEK293 cAMP-luciferase reporter cells, luminescence, 24 h; Potency, µM (titrated, usually from 38.3 µM), for the others: at the top dose activity change, negative = inhibition, actives largely listed as inhibitors; hit rate 0.13% among 410,000;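 also: loss of luciferase light is scored as toxicity; % is scaled to controls: 0 for no effect and ±100 for the full control effect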
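Cells in DMEM/10% Nu serum/1% pen-strep, 1536-well format. Pre-incubated 12 h, dosed with 23 nL compound, incubated a further 24 h. Luciferase detection, 12 min at room temp, luminescence.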
* = called active by the depositor; i = inactive; u = inconclusive; [ ] = remark or other dose. Calls follow the shape of the dose curve; as a rule, active = well fitted curve in the direction sought with a large enough effect; inconclusive = small, poorly fitted or top-dose-only effect, or another doubt; inactive = no such curve, though single readings can be large; an effect the other way counts as inactive or inconclusive. Potency is read from the fitted curve at half-maximal effect.

Results follow in this order: PTHR1 ag, GLP1R cytotox, GLP-1R inv ag
CCCOc1ccc(CNC(=O)C2CCN(C(=O)c3sccc3-n3cccc3)CC2)cc1
 : -30%[inhibitor], 5%, -21%
Cc1ccc(CNC(=O)C2CCN(S(=O)(=O)c3ccc4c(c3)CCCN4C(=O)C3CCC3)CC2)cc1
 : -36%[inhibitor], -3%, 3%
Cc1ccc(C)c(NC(=O)CN(CCc2ccccc2)S(=O)(=O)c2ccccc2)c1
 : -86%[inhibitor], -9%, -12%
CC(=O)N1CCc2cc(Br)cc(S(=O)(=O)NCCc3cccc(C)c3)c21
 : -7%, -3%, 3%
COc1cccc(Cn2c(=O)n(CC3CCC(C(=O)NC(C)C)CC3)c(=O)c3sccc32)c1 (centres undefined)
 : 6%, 7%, 5%
CCOc1ccc(NC(=O)CSc2ncc3c(n2)-c2ccccc2N(Cc2ccccc2C)S3(=O)=O)cc1
 : -14%, 2%, 4%
Cc1cc(C)n(-c2nc(C)c(C)c(=O)n2CC(=O)Nc2ccc([N+](=O)[O-])cc2)n1
 : -4%, -1%, 10%
Cn1c(NCCCCO)nc2c1c(=O)n(Cc1ccc(Cl)cc1)c(=O)n2C
 : -7%, -15%, -12%
COc1ccccc1N1CCN(C(=O)c2nc(-c3ccc(C)cc3)n3c2CCCCC3)CC1
 : i, -23%, u
COc1cc(C(=O)n2nc(-c3ccco3)nc2NCc2ccc(Cl)cc2)cc(OC)c1OC
 : -18%, -18%, 16%
Cn1c(=O)c2c(c3ccccc31)OC(=O)CC2c1cccc(F)c1 (centres undefined)
 : -3%, -16%, 6%
Cc1ccc(S(=O)(=O)NCc2nc(-c3cccc(C)c3)no2)cc1
 : -6%, 8%, -18%
Cc1cc(=O)c2cc(C(=O)Nc3ccc(C)c(C)c3)ccc2[nH]1
 : -3%, 1%, 6%
Cc1cccc(NC(=O)C(=O)NCC(c2ccc3c(c2)OCO3)N2CCN(C)CC2)c1C (centres undefined)
 : 0%, 0%, 11%
CC(C)NC(=O)Cn1ccc2cc(S(=O)(=O)N3CCCCCC3)ccc21
 : i, -12%, -17%
Cc1oc2ncn(CC(C)C)c(=O)c2c1C(=O)Nc1ccc(Cl)cn1
 : i, 3%, -4%
O=C(Nc1ccccc1F)C1CCN(S(=O)(=O)c2ccc3c(c2)CCCN3C(=O)C2CCC2)CC1
 : i, -1%, -1%
CSc1ccc(CCNC(=O)C2CCN(c3nc4ccccc4nc3C(F)(F)F)CC2)cc1
 : -14%, -3%, -2%
CN(C)CCCNc1cc(N2CCN(C3CCCCC3)CC2)c2noc3c2c1C(=O)c1ccccc1-3
 : i, -16%, -7%
Cc1cccc(C(=O)Nc2ccc(N3CCC(CCN4CCOCC4)CC3)c(C(=O)O)c2)c1
 : -21%, 10%, 0%
CC(=O)c1c(C)oc2ccc(N(C(=O)Oc3ccccc3)S(=O)(=O)c3ccc(Cl)cc3)cc12
 : i, 9%, 5%
CCc1ccc(-n2nc(CO)c(C(=O)NCCc3ccccc3)n2)cc1
 : i, -5%, 2%
O=C(Nc1ccc(S(=O)(=O)N2CCC(c3nc4ccccc4s3)CC2)cc1)c1ccc(F)cc1
 : -44%, -1%, 2%
CCc1ccc(CN(Cc2cn[nH]c2-c2ccc(OC)cc2)C(=O)Nc2ccc(C)c(F)c2)cc1
 : i, u, u
O=C1CN(C(=O)Cc2ccccc2)C(c2ccc(F)cc2)c2cc(Br)ccc2N1 (centres undefined)
 : i, -2%, u
Cc1cc(C)c(NC(=O)Cn2c(=O)n(CC(=O)NCc3ccccc3Cl)c(=O)c3sccc32)c(C)c1
 : -18%, -5%, 10%
Cc1ccc(-n2c(=O)c3c(cnn3C)n(CC(=O)Nc3ccccc3C)c2=O)cc1
 : -6%, 1%, 16%
Cc1ccc(Cn2cc(CCC(=O)NC3CCCCC3)c3ccccc32)cc1
 : -30%, -15%, -10%
Cc1cc(C)c(NC(=O)CSC2=Nc3ccccc3C3=NC(CC(=O)NCc4cccs4)C(=O)N23)c(C)c1 (centres undefined)
 : -10%, -14%, 12%
Cc1ccccc1CN1c2ccccc2-c2nc(SCC(=O)Nc3cc(F)ccc3F)ncc2S1(=O)=O
 : -20%, 1%, 15%

More records follow.
Results follow in this order: PTHR1 ag, GLP1R cytotox, GLP-1R inv ag
CCc1nn(CC(=O)NCCCOC)c(=O)c2cc3occc3n12
 : -19%, 0%, 2%
Cc1ccc(OCC(=O)Nc2cc3nn(-c4ccccc4)nc3cc2C)cc1
 : -3%, -1%, 37%[activator]
Cc1ccc(N2CC(NC(=O)C3CC3)CC2=O)cc1C (centres undefined)
 : i, 7%, 6%
CC1CCCN(C(=O)c2cc3c(=O)n(C)c4ccccc4c3s2)C1 (centres undefined)
 : -21%, 1%, 3%
CCOC(=O)c1[nH]c(C)c(CCC(=O)Nc2ccc(N(CC)CC)cc2C)c1C
 : i, -12%, -12%
CCOc1ccc(C(=O)Nc2ccc3nc(SCC(=O)N4CCCC4)sc3c2)cc1
 : -2%, 16%, 0%
Cc1cccc(NS(=O)(=O)c2ccc3c(c2)OCC(C(=O)N2CCCC2)O3)c1C (centres undefined)
 : i, 2%, 1%
O=C(Nc1noc2ccccc12)c1ccc(F)cc1
 : -28%, 9%, 14%
COc1ccc(Cl)cc1NC(=O)CSc1nc2c([nH]c3ccccc32)c(=O)n1-c1ccccc1
 : -2%, 5%, 13%
COc1ccc(-n2cc(C(=O)NC(C)c3ccccc3)c3ccccc3c2=O)cc1 (centres undefined)
 : i, -7%, u
COc1ccc(-n2nc(C(=O)NCc3ccc(F)cc3Cl)c3c4ccccc4n(C)c3c2=O)cc1Cl
 : i, 14%, 8%
COc1cccc(NC(=O)Cn2cnc3c(nc4n3CCCCC4)c2=O)c1
 : i, -4%, 4%
O=C(Nc1ccc2nc(SCC(=O)N3CCCC3)sc2c1)c1cccc(Cl)c1
 : -19%, -18%, u
COc1ccccc1CCNC(=O)c1ccc2c(c1)c(C)c(C)n2C
 : -13%, -3%, u
O=C(NCc1cccc(F)c1)c1ccc(-n2cnc3cccnc32)cc1
 : -7%, 5%, 14%
Cc1ccc(C)c(NC(=O)CSc2nc(-c3ccccc3)c(C#N)c(=O)[nH]2)c1
 : i, -3%, 5%
Cc1oc(-c2ccccc2)nc1CSc1nnc(C)n2c1cc1sccc12
 : -10%, 25%, 7%
CC(C)c1ccc(S(=O)(=O)c2nnn3c2nc(N2CCOCC2)c2sccc23)cc1
 : u, -14%, 15%
CCOC(=O)c1ccc(NC(=O)CSc2nc(C)c(Cc3ccccc3)c(=O)[nH]2)cc1
 : -39%[inhibitor], -8%, 8%
COc1ccccc1Cn1cc(C(=O)c2ccc(Cl)cc2)c(=O)c2ccccc21
 : -38%[inhibitor], 0%, -11%
CCOc1ccccc1C(=O)NCC(c1cccs1)S(=O)(=O)c1ccc(F)c(C)c1 (centres undefined)
 : i, 2%, 3%
CC(=O)N1c2ccc(S(=O)(=O)NCC3CCC(C(=O)Nc4ccc(C)cc4)CC3)cc2CC1C (centres undefined)
 : -94%[inhibitor], 14%, 19%
COc1cccc(CNC(=O)CCc2c(C)c3ccc(O)c(C)c3oc2=O)c1
 : 2%, 3%, 2%
O=C(COc1ccccc1F)Nc1nnc(S(=O)(=O)N2CCCCCC2)s1
 : -34%, 3%, -12%
O=C(Cn1ncc2c3ccccc3n(Cc3ccc(Cl)cc3)c2c1=O)NCCC1=CCCCC1
 : i, 0%, -13%
COc1cc(C2CC(=O)Nc3c2c(=O)n(C)c(=O)n3C)cc(OC)c1OC (centres undefined)
 : -17%, -3%, 7%
Cc1ccc(-n2nc(C)c3c(C(=O)O)cc(C)nc32)cc1
 : 10%, 0%, 10%
CCCn1c2ccccc2c2cnn(CC(=O)NCCCOC(C)C)c(=O)c21
 : i, -6%, 1%
Cc1ccc(-n2c(=O)c3oc4ccccc4c3n(Cc3ccccc3F)c2=O)cc1C
 : i, 3%, -3%
CCS(=O)(=O)NCC(c1ccco1)N1CCN(c2ccc(OC)cc2)CC1 (centres undefined)
 : -6%, 9%, 9%

New compounds follow:
Results follow in this order: PTHR1 ag, GLP1R cytotox, GLP-1R inv ag
CCOc1ccc(NC(=O)CC2C(=O)OCCN2CC)cc1 (centres undefined)
 : 1%, -1%, 12%
CCCn1c(=O)c2sccc2n2c(CCCC(=O)NCCOC)nnc12
 : -12%, -1%, 14%
CCOc1cc(C)c(C(C)C)cc1S(=O)(=O)n1ccnc1CC
 : i, 0%, u
Cc1ccc(S(=O)(=O)c2cn(Cc3ccccc3)c3cc(N4CCCC4)c(F)cc3c2=O)cc1
 : i, -2%, 1%
CCOc1cccc2c1Oc1nc(-c3ccccc3)nc(SCC(=O)Nc3ccc(F)cc3)c1C2
 : -14%, 4%, 17%
CC(=O)N1c2ccccc2C(=O)C1N1CCN(c2cccc(Cl)c2)CC1 (centres undefined)
 : i, 19%, 12%
CCc1cc2c(cc3c(=O)n(CC(=O)NCc4cccc(Cl)c4)nc(CC)n32)s1
 : -1%, 3%, -9%
COc1cc(NC(=O)c2oc3c(c2C)-c2nn(Cc4cccc(Cl)c4)cc2CC3)cc(OC)c1
 : i, -11%, u
CCC1CN(C(=O)Nc2cc(C)ccc2OC)c2cc(Cl)ccc2O1 (centres undefined)
 : i, 22%, u
COC(=O)c1ccccc1NC(=O)c1cc(CN2CCOCC2)on1
 : 2%, -5%, 4%
CCOC(=O)c1ccc(NC(=O)CCC(=O)N2Cc3ccccc3Oc3ncccc32)cc1
 : i, 0%, -24%
CCCN(C(=O)c1cc(S(=O)(=O)N2CCc3ccccc32)cn1C)c1ccc(OCC)cc1
 : -4%, 15%, u
Cn1ccc2c(OCC(=O)NCc3ccc(F)cc3)cccc2c1=O
 : i, -1%, 11%
CCOc1ccccc1NC(=O)Cn1ncc2c([nH]c3ccccc32)c1=O
 : i, 4%, 7%
O=C(CC1N=C2c3ccccc3N=C(SCc3cccc(Cl)c3)N2C1=O)NC1CCCCC1 (centres undefined)
 : -4%, 24%, 41%[activator]
Cc1ccc(C(=O)Nc2nc(-c3nnn(-c4cccc(Cl)c4C)c3C)ns2)cc1C
 : -9%, -3%, u
Cc1ccc(C(=O)CSc2nc3cc(C(=O)NC4CCCC4)ccc3c(=O)n2CC2CCCO2)c(C)c1 (centres undefined)
 : i, 4%, 13%
CN(Cc1ccccc1)c1nc(-c2ccc(F)cc2)cc(C(F)(F)F)n1
 : -64%[inhibitor], 3%, -22%
Cc1cn(C)c(CC(=O)NCc2ccc(F)cc2)c1C(=O)O
 : -13%, -2%, 13%
O=C(Nc1ccc2oc(-c3ccccc3F)nc2c1)c1ccccc1Cl
 : -14%, 10%, 54%[activator]
O=C(CSc1nc2c([nH]c3ccccc32)c(=O)n1-c1ccccc1)c1ccccc1
 : -8%, 13%, 10%
O=C(Cc1ccccc1F)N1CCC(c2nc3c(nnn3Cc3ccc(F)cc3)c(=O)[nH]2)CC1
 : -18%, -4%, -12%
Cc1ccc(Cn2c(CCCNC(=O)c3ccco3)nc3ccccc32)cc1
 : i, -2%, -7%

An excerpt of these results, field by field:
molecule: CC(=O)N1c2ccccc2C(=O)C1N1CCN(c2cccc(Cl)c2)CC1 (centres undefined)
  PTHR1 ag: i
  GLP1R cytotox: 19%
  GLP-1R inv ag: 12%

molecule: CCc1cc2c(cc3c(=O)n(CC(=O)NCc4cccc(Cl)c4)nc(CC)n32)s1
  PTHR1 ag: -1%
  GLP1R cytotox: 3%
  GLP-1R inv ag: -9%

molecule: COc1cc(NC(=O)c2oc3c(c2C)-c2nn(Cc4cccc(Cl)c4)cc2CC3)cc(OC)c1
  PTHR1 ag: i
  GLP1R cytotox: -11%
  GLP-1R inv ag: u

molecule: CCC1CN(C(=O)Nc2cc(C)ccc2OC)c2cc(Cl)ccc2O1 (centres undefined)
  PTHR1 ag: i
  GLP1R cytotox: 22%
  GLP-1R inv ag: u

Random excerpt: four compounds from above.
Results follow in this order: PTHR1 ag, GLP1R cytotox, GLP-1R inv ag
O=C(Nc1ccc2oc(-c3ccccc3F)nc2c1)c1ccccc1Cl
 : -14%, 10%, 54%[activator]
Cn1ccc2c(OCC(=O)NCc3ccc(F)cc3)cccc2c1=O
 : i, -1%, 11%
CCOc1ccc(NC(=O)CC2C(=O)OCCN2CC)cc1 (centres undefined)
 : 1%, -1%, 12%
Cc1cn(C)c(CC(=O)NCc2ccc(F)cc2)c1C(=O)O
 : -13%, -2%, 13%

Screening results from PubChem BioAssay.

This is a subset (hit frequency here may not be typical).
